# N-glyco inh: blocks N-linked glycosylation in D54 reporter cells; 360,000 tested, 0.23% active; D54 ERlucT glycosylation luciferase reporter, 24 h; percent of 100 nM tunicamycin response; AID 588692; reporter increase, % at 12.5 µM;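 active = mean luciferase reporter signal, scaled so untreated is 0 and the glycosylation-blocking control 100, at or above a set limit in every replicate; inconclusive = mean reaches the limit but not every replicate does; inactive = mean below the limit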;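 note: luciferase carries N-glycosylation sites so blocking glycosylation raises the light; 0% = median of neutral control wells and 100% = median of 100 nM tunicamycin wells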
# Vif inh: HIV Vif inhibition | HEK293T cells, Vif self-association by quenched fluorescence, imaging, 24 h | inhibition, % at 7.49 µM | 340,000 tested, 0.35% active; in the data active = inhibition above about 50%, passing the limit was not always enough; inconclusive = no clear call, values can overlap the other calls; inactive = below about 31%; note: some results filed as inactive read as strong as hits
# MC4R ag barr: activates human MC4R beta-arrestin recruitment | 360,000 tested, 0.98% active | AID 540308 | U2OS MC4R beta-arrestin complementation, luminescence; percent of melanotan II response, DMSO zero | P32245 | activation, % at 8.9 µM;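 active = activation above a per-plate cutoff, the mean activation of sample wells on that plate plus 3 SD, cut at about 8% in these data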
# CaV13 ICDI inh: Primary screen for inhibitors of IQ motif and Ca2+-dependent inactivation inhibitor domain binding in CACNA1D, Förster resonance energy transfer in living cells, … | 340,000 tested, 0.098% active | inhibition, % at 12.3 µM | HEK cells, CFP/YFP FRET ICDI-IQ, plate reader, 10 min; percent FRET-ratio fall versus neutral wells;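 active = mean replicate inhibition of at least 30% and at least 1% of replicates passing that level; inconclusive = only one of the two criteria is met; inactive = neither criterion is met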;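 note: 0% = median of the neutral control wells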
# Cardio protect: modulators protecting cardiomyocytes from myocardial damage | H9c2 cardiomyocytes, H2O2 injury protection, ATPLite, 2 h | protection from H2O2 cell death, % at 20 µM | 360,000 tested, 0.63% active | AID 588492;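 active = compounds giving at least 50% protection of heart cells from peroxide-induced death in the single-dose screen, raw or plate-pattern-corrected value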;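 note: 0% = DMSO wells with peroxide and 100% = DMSO wells without peroxide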
# MC4R antagonist: human MC4R antagonism in cAMP assay; P32245; MC4R-expressing cells, MTII-stimulated cAMP, LANCE TR-FRET; inhibition, % at 6.5 µM; 360,000 tested, 0.48% active; AID 540295;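 active = inhibition above its plate's cutoff, the mean of tested wells on that plate plus 3 SD, cut at about 29% in these data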;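 note: 0% = Melanotan II alone and 100% = Melanotan II plus saturating MCL0020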
#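 System: U2OS cells stably expressing human melanocortin 4 receptor (MC4R). Reagent: Melanotan II challenge after compound preincubation. Doses: 6.5 µM. Times: 30-min compound, 1-h challenge, 1-h detection, room temperature. Measured by: TR-FRET with Eu-cAMP and labeled anti-cAMP, 671 nm. Replicates: singlicate.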
# aDG glyco act: increases alpha dystroglycan glycosylation | Pro5-aDG cells, alpha-DG glycosylation AlphaScreen (IIH6); 0% Pro5, 100% B10-LARGE cell signal | activation, % at 10 µM | 360,000 tested, 0.22% active;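 active = activation of at least 8% versus controls, or a plate z-score of at least 8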;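 note: Pro5 are CHO cells carrying HIG-tagged alpha-DG that lacks glycosylation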
# ABCB6 inh MLPCN: human ABCB6 transporter inhibition; Q9NP58; K562-ABCB6 porphyrin accumulation, flow cytometry, 1 h; hits give low values; fluorescence ratio to DMSO, % at 10 µM; 360,000 tested, 0.19% active; AID 602162;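 active = fluorescence ratio to DMSO below 75%, the collection mean minus 3 SD; inconclusive = too few cells collected in the well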;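 note: signal is porphyrin accumulated inside mitochondria; 100% equals median channel fluorescence of DMSO control wells; lower ratio means ABCB6 inhibition with less porphyrin fluorescence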
# PDI inh: blocks human protein disulfide isomerase activity. P07237. PDI insulin aggregation turbidity, A650, 90 min. inhibition, % at 10 µM. 350,000 tested, 0.052% active;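 active = mean inhibition across replicates of 30% or more, whatever share of single replicates reach that level; inconclusive = mean inhibition below 30% while every single replicate reaches 30%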;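 note: absorbance from insulin aggregation driven by PDI reduction with DTT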
# Target sequence (P07237 whole entry, looked up): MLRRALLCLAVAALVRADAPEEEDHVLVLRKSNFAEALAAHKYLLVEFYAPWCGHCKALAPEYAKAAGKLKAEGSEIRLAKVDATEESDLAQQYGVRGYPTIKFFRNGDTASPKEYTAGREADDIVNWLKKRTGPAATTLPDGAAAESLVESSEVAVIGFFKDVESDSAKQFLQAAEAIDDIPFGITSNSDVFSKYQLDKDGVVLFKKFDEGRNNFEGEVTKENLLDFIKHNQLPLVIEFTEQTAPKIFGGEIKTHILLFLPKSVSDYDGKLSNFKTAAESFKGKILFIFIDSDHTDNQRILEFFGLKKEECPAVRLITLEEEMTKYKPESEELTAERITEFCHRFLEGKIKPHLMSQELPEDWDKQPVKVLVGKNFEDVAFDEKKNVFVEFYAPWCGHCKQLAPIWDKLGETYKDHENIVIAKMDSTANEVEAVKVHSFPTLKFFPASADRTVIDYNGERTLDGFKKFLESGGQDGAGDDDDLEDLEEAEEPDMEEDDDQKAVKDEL
# m5-HT2A agonist: activates the mouse 5-HT2A serotonin receptor | activation, % at 7.6 µM | CHO-K1 mHTR2A beta-arrestin complementation, luminescence; percent of 30 µM serotonin response | 360,000 tested, 0.66% active | P35363;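 active = activation above a run cutoff, the mean activation of all tested compounds plus 3 SD, cut at about 14% in these data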;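 note: 0% = plate median of compound wells and 100% = 30 µM serotonin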
# Target sequence (P35363 whole entry, looked up): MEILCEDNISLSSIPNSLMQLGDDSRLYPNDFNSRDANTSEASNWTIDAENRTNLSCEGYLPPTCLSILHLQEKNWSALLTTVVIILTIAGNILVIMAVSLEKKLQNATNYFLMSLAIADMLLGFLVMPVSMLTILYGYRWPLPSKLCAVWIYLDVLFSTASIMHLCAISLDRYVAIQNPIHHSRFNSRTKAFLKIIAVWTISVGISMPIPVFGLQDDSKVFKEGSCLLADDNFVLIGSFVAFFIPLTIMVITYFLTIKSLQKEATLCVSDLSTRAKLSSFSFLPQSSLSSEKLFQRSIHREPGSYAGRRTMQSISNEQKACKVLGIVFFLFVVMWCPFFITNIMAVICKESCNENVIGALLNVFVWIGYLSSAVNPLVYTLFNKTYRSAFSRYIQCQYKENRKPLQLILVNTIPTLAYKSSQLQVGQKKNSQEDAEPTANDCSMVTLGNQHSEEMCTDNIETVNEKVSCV
# * marks the source's active call; other numbers are inactive results; ? = inconclusive; nt = no result given.
SMILES,N-glyco inh,Vif inh,MC4R ag barr,CaV13 ICDI inh,Cardio protect,MC4R antagonist,aDG glyco act,ABCB6 inh MLPCN,PDI inh,m5-HT2A agonist
COc1ccc(NC(=O)c2nn(C)c(C(=O)Nc3ccc(OC)cc3)c2[N+](=O)[O-])cc1,1,-4,2.5,-20,5,4,0.1,100,2,8
CC(C)(C)NC(=O)C(c1ccncc1)N(CC1CCCO1)C(=O)Cn1nnc(-c2ccc(F)cc2)n1 (stereo unspecified),-2,10,-1.6,-6,6,2,-0.4,107,10,1
Fc1ccc(COc2ccc(/C=N/n3cnnc3)cc2)cc1,0,-6,1.6,-8,-6,7,0.5,91,-7,-1
Cc1cnc(-c2nnc(N(C)C(=O)c3cccnc3)s2)cn1,0,10,-1.8,-5,4,7,-0.3,93,-3,-3
COCCN(Cc1ccccc1)C(=O)Cc1ccc(OC)c(S(=O)(=O)N2CCOCC2)c1,1,nt,-2.3,-2,-1,9,0.0,99,-4,-7
Cc1cc(C)cc(NC(=O)C(OC(=O)Cn2cnc3c2c(=O)n(C)c(=O)n3C)c2ccccc2)c1 (stereo unspecified),1,-5,-3.7,-4,-2,8,2.7,103,-4,1
CC1CCCC(C)N1C(=O)CSc1nc2ncnc(N)c2[nH]1 (stereo unspecified),-1,-7,-1.3,nt,-4,12,-0.1,101,2,14
O=C(NC(=S)NCCCN1CCOCC1)c1cccc2ccccc12,2,0,1.6,-4,1,-6,0.1,99,-8,2
COc1cc(OC)cc(C(=O)Nn2cc(C(=O)Nc3ccc(F)cc3F)c3ccccc3c2=O)c1,-1,3,-1.6,-5,5,6,0.0,94,-5,1
CC(=O)N1CCOc2cc(S(=O)(=O)N3CCN(c4ccccc4)CC3)c(Cl)cc21,2,nt,-0.8,-7,-9,-3,0.1,99,nt,25*
O=C(NCCN1CCCCCC1)C1CCC(CNS(=O)(=O)c2cccc3cccnc23)CC1 (stereo unspecified),-2,7,-0.2,20,4,1,-0.1,103,-6,-2
O=C(CN(Cc1ccco1)C(=O)CNS(=O)(=O)c1ccc(F)cc1)NCc1ccccc1,4,-1,-2.2,-3,2,3,0.2,96,-5,0
C[C@H](CO)N1C[C@H](C)[C@@H](CN(C)C(=O)NC2CCCCC2)Oc2c(NC(=O)C3CCCCC3)cccc2C1=O,-1,-5,-0.9,-5,10,3,-0.3,102,3,7
Cc1ccc(NC(=O)c2noc3c2CC(C(C)(C)C)CC3)cc1 (stereo unspecified),-1,-1,-0.1,-4,4,1,-0.2,86,-2,-1
COc1ccccc1CN1CCCC(C(=O)N2CCCCC2)C1 (stereo unspecified),1,5,0.3,-4,-3,0,0.0,90,2,11
CCNc1nc(NCC)n2c(SCC(=O)Nc3ccccc3Cl)nnc2n1,1,7,-1.4,-1,4,3,0.4,91,-1,-2
CCNC(=O)OCCC12CC3CC(CC(C3)C1)C2,-1,2,-0.6,-5,-7,5,0.1,97,-1,7
O=[N+]([O-])c1cccc(Nc2c([N+](=O)[O-])ccc3nonc23)c1,0,-1,-2.0,-19,-12,-2,0.1,97,9,-4
CC(NC(=O)c1nn(C)c2c1CS(=O)(=O)c1ccccc1-2)c1ccccc1 (stereo unspecified),-7,-3,-1.4,-5,0,4,-0.3,100,5,1
COc1ccc(CN2C[C@@H](CO)O[C@@H](n3cnc4c(NCc5cc(OC)c(OC)c(OC)c5)ncnc43)C2)cc1,3,-5,-2.1,-11,3,0,-0.3,94,3,7
CC1CN(c2ccccc2)C(=O)CS1 (stereo unspecified),0,-2,0.2,-5,14,0,-0.3,92,3,6
CC(=O)C1=CCC(c2ccc(Cl)c(Cl)c2)N(S(=O)(=O)c2ccc(C)cc2)C1 (stereo unspecified),10,14,nt,-4,-5,nt,0.1,99,nt,0
COc1cccc(N2CCN(C(=O)c3ccc(CSc4nc5ccncc5[nH]4)cc3)CC2)c1,-6,-12,-0.5,-10,-34,18,0.2,103,nt,2
CN(C)S(=O)(=O)c1ccc(Cl)c(NC(=O)C2CCN(S(=O)(=O)c3cccs3)CC2)c1,-4,2,0.1,-6,-7,5,-0.1,94,-9,-10
Cc1c(NC(=O)OCc2ccccc2)c(=O)n(-c2ccccc2)n1C,-1,nt,-1.4,-6,-1,2,0.1,99,11,-3

# The results go on.
SMILES,N-glyco inh,Vif inh,MC4R ag barr,CaV13 ICDI inh,Cardio protect,MC4R antagonist,aDG glyco act,ABCB6 inh MLPCN,PDI inh,m5-HT2A agonist
CCOC(=O)c1ccc(Nc2ccc([N+](=O)[O-])cn2)cc1,2,0,-1.3,-3,2,2,-0.1,92,2,-3
CCc1nc(N2CCN(C(=O)c3ccccc3)CC2)c(C#N)c2c1COC(C)(C)C2,-1,-1,-1.5,-2,-3,7,0.0,83,-12,0
CCOC(=O)N1CCN(C(=O)CN(c2ccccc2OC)S(=O)(=O)c2ccc(OC)cc2)CC1,2,-4,-1.4,-7,3,13,0.1,100,4,-1
Cn1c(=O)c2c(nc(Br)n2CCSc2ncccn2)n(C)c1=O,-6,-22,-0.6,-4,-4,13,-0.1,99,-2,8
O=C(NC1CCN(Cc2ccccc2)CC1)c1c(Cl)cccc1Cl,2,6,-0.4,-3,0,5,0.0,103,2,-5
COc1cc(CNc2ncnc3c2ncn3[C@H]2CN(Cc3ccncc3)C[C@@H](CO)O2)cc(OC)c1OC,1,-11,-2.0,-10,3,6,-0.2,98,13,2
CC(=O)N1c2c(cc(Br)cc2S(=O)(=O)N2CCN(c3ccccc3F)CC2)CC1C (stereo unspecified),-1,9,-1.3,-2,-5,4,-0.1,94,26,4
Brc1ccc(/C=N/N2CCN(C3c4ccccc4-c4ccccc43)CC2)s1,-1,nt,1.3,nt,-11,0,0.0,99,1,0
O=C(Nc1ccc([N+](=O)[O-])cc1Cl)c1cccc([N+](=O)[O-])c1,0,nt,12*,-4,-17,5,-0.1,101,-2,2
CN1C(=O)S/C(=C\c2ccccc2OCc2ccc(C(=O)O)cc2)C1=O,-2,-3,-3.3,-7,3,14,-0.3,97,4,1
CCOC(=O)c1cccc(NC(=O)c2ccco2)c1,2,-4,-1.7,-9,-5,1,0.0,111,1,-1
O=C(NCc1ccccc1)C(c1cccnc1)N(C(=O)c1ccccn1)c1ccccc1F (stereo unspecified),-1,?,-1.7,-4,12,-2,-0.1,96,-9,-4
COc1ccc(NC(=O)c2cncn2-c2ccccc2)cc1,0,-8,0.9,-4,-1,12,0.0,101,1,-10
CCOc1ccc(-n2c(Cc3cc(=O)[nH]c(=O)[nH]3)nnc2SCC(=O)NC2CCCC2)cc1,1,-5,-1.1,-2,22,7,-0.1,105,nt,4
O=c1[nH]c(CN2CCc3ccccc3C2)nc2ccccc12,3,-3,-2.2,-6,33,7,0.0,104,1,-1
C=CCn1c(=O)c2ccccc2n2c(=S)[nH]nc12,4,-6,-0.9,-2,-2,8,0.2,99,-5,7
COc1cc(N2C(=O)C=CC2=O)ccc1N1C(=O)C=CC1=O,-10,-1,-4.0,-6,-19,103*,-0.6,101,8,7
COc1ccc(-c2c(-c3ccc4c(c3)OCO4)noc2C)cn1,2,-4,0.5,-11,-6,8,0.1,101,-4,-4
Cc1cc(C(=O)O)sc1C,3,nt,-0.4,-7,10,18,-0.1,101,4,1
CCOC(=O)c1c(C)[nH]c(C(=O)COC(=O)c2ccc([N+](=O)[O-])o2)c1C,4,1,-0.9,-5,35,4,-0.2,98,-8,6
O=C(Nc1ccccc1Cl)C1CCCN1C(=O)OCc1ccccc1 (stereo unspecified),1,-1,0.1,-7,-2,12,-0.2,109,-3,-2
Cc1ccc(OCn2c(=O)sc3ccccc32)cc1,-1,-5,4.9,-7,7,-1,0.0,99,0,-1
CSc1ccc(S(=O)(=O)NCC(=O)OCC(=O)NCc2ccco2)cc1[N+](=O)[O-],0,7,-2.5,-4,20,0,0.2,95,9,-4
C#CCOCCOCCOCCNc1nc(N2CCN(C(=O)[C@H](CCCCN)n3cc(CCCC)nn3)CC2)nc(N2CCN(C(=O)[C@H](CCCCN)n3cc(CCC(=O)O)nn3)CC2)n1,1,2,-2.8,-5,-3,1,-0.2,99,-1,-3
O=C(Nc1ccccc1N1CCOCC1)c1ccc(Cl)c(S(=O)(=O)N2CCCC2)c1,-2,-6,-1.5,-5,1,-3,0.2,99,1,-2

# The list goes on.
SMILES,N-glyco inh,Vif inh,MC4R ag barr,CaV13 ICDI inh,Cardio protect,MC4R antagonist,aDG glyco act,ABCB6 inh MLPCN,PDI inh,m5-HT2A agonist
CCN1CCN(c2nc3c(C)cccn3c(=O)c2C=C(C#N)C#N)CC1,2,10,0.1,-39,-4,6,0.3,99,-6,-9
Cc1nc2c(cc1C(=O)N/N=C/c1ccc([N+](=O)[O-])cc1)c(=O)n(C)c(=O)n2C,0,4,0.1,-5,0,6,0.0,100,-9,0
Cc1cc(-c2ccccc2)nc(N(C)N)c1S(C)(=O)=O,-1,5,-0.7,2,3,11,-0.2,96,-1,-5
CCOC(=O)c1cc(-c2ccccc2)nn1CC1CC(c2ccc(OC)cc2)=NO1 (stereo unspecified),-3,-8,-1.8,-4,-9,9,0.0,94,4,-10
N#Cc1cc(NC2CCCC2)c([N+](=O)[O-])cc1C#N,2,-4,-2.0,-5,2,-11,0.2,97,11,7
CC(C)N(C(=O)CSc1ccc(S(=O)(=O)N2CCCCC2)cn1)C(C)C,0,-2,0.7,-7,-4,-6,0.0,96,-12,0
O=C(CN(C1CCCCC1)C1CCCCC1)N1CCc2ccccc2C1,-4,nt,5.1,-4,-12,-1,1.1,96,-12,3
CC1(c2nnc(-c3ccncc3)o2)CC(c2ccc(Cl)cc2)=NO1 (stereo unspecified),-1,4,-0.1,-4,-6,2,0.5,99,-1,-1
Cc1cccc(-c2nnc(SCc3cc(=O)[nH]c4ccccc34)n2C)c1,2,-4,-1.1,-5,9,-13,0.0,98,-2,-3
CC1=C(C(=O)N2CCOCC2)CC(CC(=O)NCCc2ccccn2)C(=O)N1Cc1ccc(F)cc1 (stereo unspecified),2,-5,0.8,-6,1,7,-0.3,100,2,-2
CN(c1cccc(NC(=O)CN(c2cccc(F)c2)S(C)(=O)=O)c1)S(C)(=O)=O,4,5,-1.7,-2,2,5,0.0,81,-25,-5
CC1CCN(C(=O)CN(Cc2ccccc2)S(C)(=O)=O)CC1,1,-1,-0.5,-5,-7,1,0.0,107,-4,-1
O=C(COC(=O)[C@@H]1CCCN1C(=O)c1cccs1)Nc1ccc(F)cc1[N+](=O)[O-],0,6,-2.4,-6,-5,11,0.0,93,-4,6
Cc1cc(C(F)(F)F)n(-c2nc(C(=O)NNS(=O)(=O)c3ccccc3[N+](=O)[O-])cs2)n1,1,11,-1.9,-5,-5,15,-0.2,102,-3,3

# Compound activity deposited in PubChem by several laboratories.

# Not a hit list. Share with any hit: about 3.6%.
